WRN inhibitor – inhibitors of human WRN helicase | Potency, µM (highest dose often 114 µM), without a hit: at the highest dose activity change, negative = inhibition, most hits filed as inhibitors | actives 0.46% (n = 360,000) | AID 651768 | WRN helicase unwinding, fluorescent forked duplex, kinetic; also: potency is read from the fitted curve at half-maximal effect; % is scaled to controls: 0 for no effect and ±100 for the full control effect; nearly all actives have a fitted effect of over 55% in size
Target sequence (Q14191 whole entry, looked up): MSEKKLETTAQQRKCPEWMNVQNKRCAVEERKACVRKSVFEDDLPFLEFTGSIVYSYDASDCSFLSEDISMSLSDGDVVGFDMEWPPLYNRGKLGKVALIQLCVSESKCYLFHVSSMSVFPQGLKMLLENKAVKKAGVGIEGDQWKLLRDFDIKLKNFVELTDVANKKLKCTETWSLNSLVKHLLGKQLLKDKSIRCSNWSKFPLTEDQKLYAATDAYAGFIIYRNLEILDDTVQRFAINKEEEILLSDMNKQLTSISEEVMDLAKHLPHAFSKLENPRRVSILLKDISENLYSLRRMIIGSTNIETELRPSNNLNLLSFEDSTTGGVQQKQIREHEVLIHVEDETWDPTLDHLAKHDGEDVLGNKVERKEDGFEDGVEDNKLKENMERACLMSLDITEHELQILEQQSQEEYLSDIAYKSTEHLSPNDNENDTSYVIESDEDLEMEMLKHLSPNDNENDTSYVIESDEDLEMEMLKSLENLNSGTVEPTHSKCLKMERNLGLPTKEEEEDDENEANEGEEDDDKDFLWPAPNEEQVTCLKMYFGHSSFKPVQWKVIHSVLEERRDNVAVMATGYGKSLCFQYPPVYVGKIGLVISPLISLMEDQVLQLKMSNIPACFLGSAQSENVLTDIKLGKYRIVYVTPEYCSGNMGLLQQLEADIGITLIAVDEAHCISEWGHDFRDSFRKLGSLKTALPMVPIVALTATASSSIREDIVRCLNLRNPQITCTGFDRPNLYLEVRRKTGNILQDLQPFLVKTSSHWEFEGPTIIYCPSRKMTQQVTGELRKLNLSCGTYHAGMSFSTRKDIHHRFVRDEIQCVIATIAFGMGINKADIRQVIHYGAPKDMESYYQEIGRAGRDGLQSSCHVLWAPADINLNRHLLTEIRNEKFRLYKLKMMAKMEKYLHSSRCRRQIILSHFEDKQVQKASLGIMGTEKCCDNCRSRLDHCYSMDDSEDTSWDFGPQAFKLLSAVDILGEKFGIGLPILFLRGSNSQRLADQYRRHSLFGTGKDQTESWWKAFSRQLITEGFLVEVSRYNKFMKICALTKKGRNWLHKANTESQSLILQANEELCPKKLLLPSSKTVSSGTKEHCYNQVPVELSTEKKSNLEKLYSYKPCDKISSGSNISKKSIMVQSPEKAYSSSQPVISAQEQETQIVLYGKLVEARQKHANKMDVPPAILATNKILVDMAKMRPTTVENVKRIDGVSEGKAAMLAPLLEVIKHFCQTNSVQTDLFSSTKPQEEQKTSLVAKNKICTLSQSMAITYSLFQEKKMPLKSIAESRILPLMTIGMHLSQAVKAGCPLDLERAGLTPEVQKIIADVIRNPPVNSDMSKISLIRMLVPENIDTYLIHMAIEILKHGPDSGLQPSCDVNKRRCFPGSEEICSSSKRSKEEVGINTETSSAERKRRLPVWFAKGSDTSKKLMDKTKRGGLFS
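Kinetic red-fluorescence monitoring (525/598 nm) tracks WRN helicase activity after 100 nM fluorophore-quencher forked duplex and 2 mM ATP are added to 20 nM enzyme pretreated 15 min at room temperature with compound.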
IL1B secr inh – inflammasome signaling inhibition, IL-1 beta readout | THP-1 LPS/ATP IL-1B secretion, AlphaLISA, 16 h; hits give low values | activity change, % at 57.5 µM | actives 4.7% (n = 360,000); in the data active = activity change below about -50%; inconclusive = mostly about -30% to -49%; also: % is scaled to controls: 0 for no effect and ±100 for the full control effect
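THP-1 cells pretreated 1 hr with compounds (up to 57.5 uM final), then stimulated with LPS (250 ng/mL final) plus ATP (1.25 mM final); secreted IL-1B measured by AlphaLISA after 16 hr, decreased signal indicating inhibition.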
SW480 rereplic – induces DNA re-replication in SW480 colon adenocarcinoma cells; AID 624297; Potency, µM (titrated, usually from 46.1 µM), without a hit: at the top dose re-replication activation, usual class: activators; SW480 DNA re-replication, Hoechst DNA content imaging, 48 h; actives 1.8% (n = 340,000); also: potency is read from the fitted curve at half-maximal effect; % of control where 0% means no effect; nearly all actives have a fitted effect of over 55% in size
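Readout is total intensity of Hoechst-stained nuclei, excited at 405 nm and collected at 500-530 nm. Compound treatment lasted 48 hr at 37 C in 5% CO2 before staining.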
ATXN2 expr inh – ATXN2 expression inhibition | HEK-293 ATXN2-luciferase reporter, luminescence, 24 h | Potency, µM (titrated, usually from 57 µM), for inactives: at the highest dose activity change, negative = inhibition, hits mostly inhibitors | actives 0.72% (n = 360,000) | AID 1745845; also: potency is read from the fitted curve at half-maximal effect; % is scaled to controls: 0 for no effect and ±100 for the full control effect; nearly all actives have a fitted effect of over 55% in size
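qHTS (up to 57 uM final) was run with 24 h compound exposure of reporter cells at 37 °C. Each well was multiplexed: SteadyGlo luminescence measured ATXN2-luciferase expression after a fluorogenic Gly-Phe-AFC viability readout (25 uM final).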
KB-V1 cytotox – KB-V1 MDR subline cytotoxicity. KB-V1 MDR cells viability, CellTiter-Glo, 72 h. Potency, µM (highest dose often 46.1 µM), without a hit: top-dose activity change, negative = cytotoxicity, usual class: cytotoxic. actives 3.4% (n = 400,000); also: potency is read from the fitted curve at half-maximal effect; % is scaled to controls: 0 for no effect and ±100 for the full control effect; nearly all actives have a fitted effect of over 60% in size
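Cells of the MDR subline KB-V1 are plated, dosed with compound at multiple concentrations, and incubated 72 h at 37 degrees C; CellTiter-Glo is then added and luminescence read after 10 min.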
KB-3-1 tox – kills parental KB-3-1 adenocarcinoma cells. actives 1.4% (n = 400,000). AID 1347075. Potency, µM (top dose mostly 46.1 µM), for inactives: at the top dose activity change, negative = cytotoxic, most hits filed as cytotoxic. KB-3-1 viability, CellTiter-Glo ATP luminescence, 72 h; also: potency is read from the fitted curve at half-maximal effect; % is scaled to controls: 0 for no effect and ±100 for the full control effect; nearly all actives have a fitted effect of over 60% in size
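Using CellTiter-Glo luminescence, growth of non-resistant KB-3-1 adenocarcinoma cells is assessed 72 h after pin-tool compound addition at 37 °C. Normalized responses across the concentration series yield fitted curves.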
MCF10A rerep – induces DNA re-replication in MCF 10a normal breast cells | MCF 10A DNA re-replication, Hoechst nuclear intensity, 48 h | AID 624296 | Potency, µM (series often up to 46.1 µM), for inactives: at the highest dose activity, positive = re-replication, actives largely listed as activators | actives 2.9% (n = 350,000); also: potency is read from the fitted curve at half-maximal effect; % of control where 0% means no effect; nearly all actives have a fitted effect of over 50% in size
HT1080 IDH1KD tx – toxicity to HT-1080 IDH1 knockdown cells (counter line). actives 2% (n = 360,000). Potency, µM (highest dose often 46.1 µM), inactives show at the top dose activity, negative = toxicity, most hits filed as cytotoxic. HT-1080 IDH1 knockdown viability, ATP luminescence, 48 h. AID 686971;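 also: potency is read from the fitted curve at half-maximal effect; 0% = DMSO wells and -100% = cell-free medium wells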
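Using the IDH1-knockdown HT-1080 line run in the same batch and compound series as the NT line, viability after 48 h at 37 °C was determined by CellTiter-Glo luminescence and expressed as % activity.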
HT1080-NT tox – kills 2HG-producing HT-1080-NT fibrosarcoma cells. Potency, µM (series often up to 46.1 µM), for inactives: at the highest dose activity, negative = less viability, usual class: cytotoxic. HT-1080-NT fibrosarcoma viability, CellTiter-Glo ATP luminescence, 48 h. AID 686970. actives 1.6% (n = 360,000);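 also: NT is the 2HG producing partner of a matched IDH1 knockdown line; potency is read from the fitted curve at half-maximal effect; 0% = DMSO-treated cells and -100% = media-only wells without cells; nearly all actives have a fitted effect of over 55% in size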
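Fibrosarcoma NT cells, 750 per well in 5% FBS RPMI, were exposed to compound for 48 hours. Viability: CellTiter-Glo luminescence.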
* hit, by the source's call; u = inconclusive; x = no result given; [ ] = remark or other dose. Unless noted, calls follow the shape of the dose curve; as a rule, active = well fitted curve in the direction sought with a large enough effect; inconclusive = small, poorly fitted or top-dose-only effect, or another doubt; inactive = no such curve, though single readings can be large; an effect the other way counts as inactive or inconclusive.

SMILES	WRN inhibitor	IL1B secr inh	SW480 rereplic	ATXN2 expr inh	KB-V1 cytotox	KB-3-1 tox	MCF10A rerep	HT1080 IDH1KD tx	HT1080-NT tox
CN1CCN(C(=O)CN2C(=O)NC(C)(c3ccc4ccccc4c3)C2=O)CC1 (stereo not given)	0%	0	-4%	-2%	-6%	-1%	-3%	3%	0%
O=C(NCCc1cccs1)C1CC(c2c(Cl)cccc2Cl)=NO1 (stereo not given)	-5%	0	12%	12%	2%	-3%	1%	-4%	16%
Cn1nc(C(F)(F)F)cc1C(=O)Nc1ccc(Cl)cc1	11%	-6	-127%[inhibitor]	u	-23%	-1%	3%	u	-25%
CC1(C(=O)NS(=O)(=O)c2ccc(C#N)cc2)CCN1C(=O)Cc1ccsc1 (stereo not given)	7%	15	x	9%	3%	0%	x	15%	22%
Cc1cccc(OCC(=O)O/N=C(\N)Cc2cccs2)c1	-5%	-24	-1%	13%	-21%	15%	5%	4%	5%
COc1ccccc1NC(=O)CSCc1cc(=O)n2ccsc2n1	6%	15	-17%	15%	0%	26%	0%	8%	4%
COc1ccc(CC(=O)NCC(c2ccc(OC)cc2)N(C)C)cc1 (stereo not given)	8%	-6	u	-28%	-1%	-6%	3.3µM*	2%	3%
O=C1CC(C(=O)NCc2ccccc2)C2(CCCC2)O1 (stereo not given)	-4%	12	1%	-5%	1%	9%	13%	0%	-1%
COCCNC(=O)/C(C#N)=C/c1ccc(-c2ccc(S(=O)(=O)N3CCOCC3)cc2)o1	-3%	-12	15%	-4%	-8%	-1%	u	-8%	16%
NNc1nc2ccccc2nc1C(F)(F)F	-11%[57.1 µM]	0	0%	-22%	-2%	22%	-1%	-1%	-5%

3 entries from above, arranged by length of the SMILES, rising:
SMILES	WRN inhibitor	IL1B secr inh	SW480 rereplic	ATXN2 expr inh	KB-V1 cytotox	KB-3-1 tox	MCF10A rerep	HT1080 IDH1KD tx	HT1080-NT tox
O=C1CC(C(=O)NCc2ccccc2)C2(CCCC2)O1 (stereo not given)	-4%	12	1%	-5%	1%	9%	13%	0%	-1%
Cc1cccc(OCC(=O)O/N=C(\N)Cc2cccs2)c1	-5%	-24	-1%	13%	-21%	15%	5%	4%	5%
CC1(C(=O)NS(=O)(=O)c2ccc(C#N)cc2)CCN1C(=O)Cc1ccsc1 (stereo not given)	7%	15	x	9%	3%	0%	x	15%	22%

Next section.
SMILES	WRN inhibitor	IL1B secr inh	SW480 rereplic	ATXN2 expr inh	KB-V1 cytotox	KB-3-1 tox	MCF10A rerep	HT1080 IDH1KD tx	HT1080-NT tox
Cc1ccc(CSc2nnc(NC(=O)C3=COCCO3)s2)cc1	3%	-2	-2%	10%	-10%	-9%	-1%	11%	9%
COc1ccc(C(C)=O)cc1CSc1ccccn1	-15%	16	-1%	-15%	-8%	-9%	-6%	-14%	-10%
O=C(NC(Cc1ccccc1)C(=O)O)/C(=C\c1ccc(Cl)cc1)NC(=O)c1ccccc1 (stereo not given)	-6%	9	3%	3%	u	19%	-2%	12%	15%
CC(C)(C)C(=O)NC1CCN(CC(=O)Nc2ccc3c(c2)OCO3)CC1	1%	-3	-6%	-11%	u	u	37%	4%	0%
CCO[C@@H]1OC(C(=O)O)=C[C@H](c2ccc3c(c2)OCO3)[C@H]1CCCO	1%	2	0%	4%	0%	15%	-1%	11%	14%
CCNC(=O)N1CCCC(C(=O)c2ccc(-c3ccccc3)cc2)C1 (stereo not given)	0%	u	10%	0%	-4%	-14%	8%	-11%	-21%
CCc1nc2ccc(C(=O)Nc3ccc(C(=O)N(C)C)cc3)cn2c1N(C)CCCc1ccccc1	-5%	-10	x	u	2%	0%	x	-10%	-6%
Cc1cc(NC(=O)c2ccc(S(=O)(=O)N3CCCC3)cc2)nc2c1c(=O)oc1ccccc12	-25%	2	1%	-20%	-4%	-6%	21%	4%	3%
CCNC(=O)C1(C)CCCN(CCOc2ccc(Cl)cc2)C1 (stereo not given)	6%	-10	x	-15%	5%	0%	x	0%	13%
Nc1nc(CCl)nc(Nc2ccc3ccccc3c2)n1	-12%	-99*	19%	3.8µM*	23µM*	u	u	8.2µM*	2.1µM*
COc1cccc(C2/C(=C(\O)c3ccc4c(c3)OCO4)C(=O)C(=O)N2CCN(C)C)c1OC (stereo not given)	-4%[57.1 µM]	-9	1%	0%	4%	-4%	1%	9%	8%
CCc1ccc(-c2nc(CSCC(=O)NCCCN3CCCC3=O)c(C)o2)cc1	-5%	3	-4%	-16%	16µM*	-3%	18%	-4%	-1%
C=CCn1c(C)c(C(C)=O)c(N2CCCC2)nc1=S	-1%	43	-5%	0%	-21%	u	-7%	-2%	1%
O=C(NC1CCCC1)C(c1ccccc1)N(Cc1ccc(F)cc1)C(=O)c1csnn1 (stereo not given)	-1%	-4	5%	-10%	u	1%	2%	-4%	3%
FC(F)(F)C1=CC(c2ccccc2)=NCCN1	0%[57.1 µM]	21	-1%	2%	-9%	4%	-2%	3%	1%
Cc1ccc(S(=O)(=O)N2CCC(C(=O)Nc3nnc(COc4ccccc4)s3)CC2)cc1	9%	-9	-5%	-8%	u	-2%	0%	-1%	-1%
CCN(CC)C1CCN(C(=O)CCn2nnnc2CN2CCOCC2)C1 (stereo not given)	-1%	0	-1%	0%	x	x	-2%	-2%	3%
O=S(=O)(NCc1ccco1)c1ccc(S(=O)(=O)N2CCCCC2)cc1	-5%	-4	1%	-1%	16µM*	-1%	6%	1%	17%
CC(C)CN(CCNC(=O)CN1C(=O)COc2ccc(S(=O)(=O)N3CCOCC3)cc21)CC(C)C	5%	-16	-4%	-3%	-18%	-5%	-1%	8%	-1%
Cc1cccc2sc(NC(=O)C3CCCO3)nc12 (stereo not given)	-3%	-13	7%	49%[activator]	u	-5%	-4%	14%	-2%
O=C(c1ccco1)N1CCN(C2CN(C3CCCCC3)S(=O)(=O)C2)CC1 (stereo not given)	6%	29	x	14%	0%	0%	x	3%	u
CCOC(=O)c1ccc(NC(=O)NCc2cccnc2)cc1	2%	-14	-10%	22%	-7%	-10%	-8%	u	-6%
CCN(CC)S(=O)(=O)c1ccc(/C=C/C(=O)Nc2ccccc2N2CCOCC2)cc1	-5%	-9	-1%	5%	-9%	-3%	-2%	-1%	-1%
CCN(C[C@H]1N[C@@](Cc2ccccc2)(C(=O)OC)[C@H]2C(=O)N(C)C(=O)[C@@H]12)C(=O)c1ccc(C(C)(C)C)cc1	-1%	-23	-1%[9.22 µM]	-7%	9%	2%	-14%	-7%	9%
COc1ccc(CC(=O)OCC(=O)Nc2ccc(F)cc2)cc1	-1%	5	-4%	4%	11%	-3%	0%	u	15%
CCNc1nc2c(c(=O)n(Cc3ccccc3)c(=O)n2C)n1Cc1ccccc1	-9%	u	-7%	3%	-6%	4%	-9%	u	-15%
Cc1cccc(N2N=C(C(=O)N3CC(=O)Nc4ccccc43)CCC2=O)c1	-2%	32	-21%	-3%	29%	3%	1%	-1%	5%
COc1ccccc1Cn1c(CCCO)nc2ccccc21	-8%	6	-3%	-12%	u	11%	5%	0%[9.24 µM]	-6%
Cn1c(N)c(C(=O)COC(=O)COc2ccc(Cl)cc2Cl)c(=O)n(C)c1=O	1%	7	-1%	4%	16%	19%	-1%	4%	-3%
Cc1ccc(S(=O)(=O)N(C)C)cc1NC(=O)CSc1nnnn1-c1ccc(O)cc1	4%	11	1%	-5%	6%	-5%	1%	-11%	-12%
O=C(NCc1ccc(F)cc1F)[C@@H]1CCCN1C(=O)[C@@H]1CCCN1C(=O)c1ccc(Cl)cc1	-1%	12	x	-7%	8%	1%	x	1%	3%
CCCCCCNS(=O)(=O)c1nc2nc(C)cc(C)n2n1	-4%	-13	-3%	-2%	-3%	0%	5%	12%	22%
O=C(COc1ccc(F)c(Cl)c1)NC(=O)NC1CCCC1	-6%	-13	x	x	-6%	11%	x	19%	8%
COc1cc2c(cc1OC)CN(C(=O)c1ccc(OC)c([N+](=O)[O-])c1)CC2	9%	-2	-10%	-24%	-15%	9%	-5%	0%	5%
Oc1ccc(N=Nc2ccccc2)o1	-8%	-90*	u	-19%	0%	-8%	u	23µM*	16µM*
COc1ccc(NC(=O)c2ccc([N+](=O)[O-])cc2[N+](=O)[O-])c(OC)c1	0%	29	18%	x	-7%	0%	0%	5%	2%
COc1ccc(N2CCN(C(CNC(=O)c3ccc4c(c3)OCO4)c3cccnc3)CC2)cc1 (stereo not given)	-3%	-2	-3%	1%	0%	-6%	-1%	5%	7%
Cc1c(NS(=O)(=O)c2ccccc2F)c(=O)n(-c2ccccc2)n1C	-5%	-6	u	1%	31%	18%	-1%	27%	1%
CC(=O)N1CC(C)Sc2ccc(S(=O)(=O)NCCc3ccc(C)cc3)cc21 (stereo not given)	-2%	-9	-29%	-24%	-6%	-6%	u	-13%	6%
OC(CNC1CCCC1)COc1ccc(-c2ccccc2)cc1 (stereo not given)	8%	-63*	u	-23%	u	21µM*	u	u	u
CCCOc1ccc(Br)cc1/C=N/O	-28%	-11	14%	-12%	2%	-2%	u	-26%	-29%
O=C(Nc1ccc(S(=O)(=O)N2CCCC2)cc1)c1cc(=O)c2ccccc2o1	-1%	0	-10%	-12%	4%	11%	-2%	17%	29%
O=C(NC1CCCCCC1)C1CCN(S(=O)(=O)c2c(Cl)cccc2Cl)CC1	2%	0	3%	3%	-5%	5%	17%	-2%	10%
O=c1cc(COc2ncnc3c(Cl)cc(Cl)cc23)nc2sccn12	-8%	46	1%	9%	u	-15%	u	1%	-4%
Cc1cccc(OC(C)C(=O)Nc2nc(-c3ccncc3)cs2)c1 (stereo not given)	-7%	61	-132%[inhibitor]	-27%	-21%	-16%	13%	-25%	-21%
Cc1ccc(NC(=O)c2ccc(OC(=O)COc3ccc(Cl)cc3C)cc2)cc1	4%[57.1 µM]	-7	-2%	59%[activator]	-2%	1%	2%	11%	13%

Rows are unselected; overall some 12% were active at least once.
